# Screening data (PubChem BioAssay)
# m5-HT2A agonist – agonists of mouse serotonin 5-HT2A receptor (HTR2A); P35363; CHO-K1 mHTR2A beta-arrestin complementation, luminescence; percent of 30 µM serotonin response; activation, % at 7.6 µM; 360,000 compounds, 0.66% hits; AID 624169;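 active = activation above a run cutoff, the mean activation of all tested compounds plus 3 SD, cut at about 14% in these data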;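 also: 0% = plate median of compound wells and 100% = 30 µM serotonin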
# hiPSC survival – increases survival of single human iPS cells; survival enhancement, % at 20 µM; 360,000 compounds, 0.044% hits; hiPSC single-cell survival, ATPlite luminescence; 100% = ROCK inhibitor wells, 0% = DMSO; in the data active = survival enhancement above about 18%;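 also: cells exposed to compounds for 16 hours before the ATP read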
# CaV13 ICDI inh – Primary screen for inhibitors of IQ motif and Ca2+-dependent inactivation inhibitor domain binding in CACNA1D, Förster resonance energy transfer in living cells, …. HEK cells, CFP/YFP FRET ICDI-IQ, plate reader, 10 min; percent FRET-ratio fall versus neutral wells. inhibition, % at 12.3 µM. 340,000 compounds, 0.098% hits. AID 743397;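 active = mean replicate inhibition of at least 30% and at least 1% of replicates passing that level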;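 also: 0% = median of the neutral control wells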
# aDG glyco act – alpha-DG glycosylation activation; 360,000 compounds, 0.22% hits; Pro5-aDG cells, alpha-DG glycosylation AlphaScreen (IIH6); 0% Pro5, 100% B10-LARGE cell signal; activation, % at 10 µM;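 active = activation of at least 8% versus controls, or a plate z-score of at least 8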;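 also: Pro5 are CHO cells carrying HIG-tagged alpha-DG that lacks glycosylation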
# ABCB6 inh 2 – human ABCB6 transporter inhibition. Q9NP58. K562-ABCB6 porphyrin accumulation, flow cytometry, 1 h; active compounds read low. fluorescence ratio to DMSO, % at 10 µM. 360,000 compounds, 0.19% hits. AID 602162;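 active = fluorescence ratio to DMSO below 75%, the collection mean minus 3 SD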;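 also: signal is porphyrin accumulated inside mitochondria; 100% equals median channel fluorescence of DMSO control wells; lower ratio means ABCB6 inhibition with less porphyrin fluorescence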
# Target sequence (Q9NP58 whole entry, looked up): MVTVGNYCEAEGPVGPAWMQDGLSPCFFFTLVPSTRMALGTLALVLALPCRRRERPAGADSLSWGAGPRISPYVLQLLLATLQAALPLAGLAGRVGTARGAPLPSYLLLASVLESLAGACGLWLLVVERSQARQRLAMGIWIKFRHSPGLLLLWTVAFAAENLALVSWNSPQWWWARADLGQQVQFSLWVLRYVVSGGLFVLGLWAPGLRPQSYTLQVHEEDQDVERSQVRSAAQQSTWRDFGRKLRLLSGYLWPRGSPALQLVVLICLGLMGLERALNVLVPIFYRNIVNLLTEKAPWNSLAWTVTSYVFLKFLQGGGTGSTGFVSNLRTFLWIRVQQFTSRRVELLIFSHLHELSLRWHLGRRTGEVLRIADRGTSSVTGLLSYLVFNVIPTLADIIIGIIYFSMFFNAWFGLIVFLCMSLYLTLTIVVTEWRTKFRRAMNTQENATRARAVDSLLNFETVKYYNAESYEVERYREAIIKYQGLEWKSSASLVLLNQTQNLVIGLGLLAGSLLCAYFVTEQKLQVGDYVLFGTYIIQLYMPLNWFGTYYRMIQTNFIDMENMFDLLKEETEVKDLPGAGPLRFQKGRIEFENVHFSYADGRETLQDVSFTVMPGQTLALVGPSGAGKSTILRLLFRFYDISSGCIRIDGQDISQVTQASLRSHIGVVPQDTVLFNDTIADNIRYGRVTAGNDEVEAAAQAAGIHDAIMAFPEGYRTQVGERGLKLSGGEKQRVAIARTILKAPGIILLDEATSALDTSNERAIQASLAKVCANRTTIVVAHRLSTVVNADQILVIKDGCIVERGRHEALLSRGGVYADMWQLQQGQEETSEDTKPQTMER
# Vif inh – HIV Vif inhibition. HEK293T cells, Vif self-association by quenched fluorescence, imaging, 24 h. inhibition, % at 7.49 µM. 340,000 compounds, 0.35% hits; in the data active = inhibition above about 50%, passing the limit was not always enough; also: some results filed as inactive read as strong as hits
# Glyco luc inh – blocks N-linked glycosylation in D54 reporter cells | D54 ERlucT glycosylation luciferase reporter, 24 h; percent of 100 nM tunicamycin response | reporter increase, % at 12.5 µM | 360,000 compounds, 0.23% hits | AID 588692;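 active = mean luciferase reporter signal, scaled so untreated is 0 and the glycosylation-blocking control 100, at or above a set limit in every replicate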;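 also: luciferase carries N-glycosylation sites so blocking glycosylation raises the light; 0% = median of neutral control wells and 100% = median of 100 nM tunicamycin wells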
# PDI turbidity – PDI (human) enzyme inhibition; P07237; PDI insulin aggregation turbidity, A650, 90 min; inhibition, % at 10 µM; 350,000 compounds, 0.052% hits;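 active = mean inhibition across replicates of 30% or more, whatever share of single replicates reach that level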;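 also: absorbance from insulin aggregation driven by PDI reduction with DTT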
# Exocytosis inh – lytic granule exocytosis inhibition; TALL-104 LAMP-1 surface exposure, flow cytometry; cells stimulated with thapsigargin and PMA; inhibition, % at 10 µM; 360,000 compounds, 0.66% hits;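 active = inhibition above about 55%, limit read from the data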
# H9c2 protect – protects H9c2 cardiomyocytes from peroxide injury; H2O2 injury protection, ATPLite, 2 h; protection from H2O2 cell death, % at 20 µM; 360,000 compounds, 0.63% hits; AID 588492;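 active = compounds giving at least 50% protection of heart cells from peroxide-induced death in the single-dose screen, raw or plate-pattern-corrected value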;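 also: 0% = DMSO wells with peroxide and 100% = DMSO wells without peroxide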
# * marks the source's active call; other numbers are inactive results; . = not tested or not shown. An unsorted share of the library; 3.1% or so of the library scored in one or more.
no.	SMILES	m5-HT2A agonist	hiPSC survival	CaV13 ICDI inh	aDG glyco act	ABCB6 inh 2	Vif inh	Glyco luc inh	PDI turbidity	Exocytosis inh	H9c2 protect
1	Cc1ccc(Cn2nc3c4cc(F)ccc4n(Cc4ccc(F)cc4)cc-3c2=O)cc1	2	0.0	-20	0.4	100	5	0	-5	2	4
2	CC(C)(C)CN1CCNC[C@H]1Cc1ccc(O)cc1	2	-2.5	-10	-0.3	96	-1	-3	-4	-3	-2
3	O=C(Nc1ccccc1O)c1ccc(C(=O)c2ccccc2)o1	-33	-0.2	-3	-0.1	98	-1	1	-1	21	-2
4	Cc1cc(CNC(=O)CC2C(=O)NCCN2Cc2ccc(-c3ccccc3)cc2)nn1C (stereo unspecified)	1	-0.5	-1	0.0	102	-10	1	7	-3	14
5	O=C1Nc2ccccc2N(O)N1c1ccc(Cl)cc1	2	0.5	9	0.1	107	-4	-2	8	-2	11
6	Cc1ccc(N(CCC(=O)O)S(=O)(=O)c2cccc(C(F)(F)F)c2)cc1	-4	0.2	0	0.5	94	12	1	1	5	3
7	Cc1ccc(S(=O)(=O)N2CCN(C(=O)c3cc4c(C)nn(-c5ccccc5C)c4s3)CC2)cc1	0	0.3	.	-0.1	92	-3	0	-14	1	-10
8	COCCN(C(=O)CCC(=O)Nc1cc(C)on1)C(C(=O)NC1CCCC1)c1ccc(C)cc1 (stereo unspecified)	-4	1.1	-5	-0.1	101	6	0	2	-2	5
9	Cc1cccc(NC(=S)NNc2cccc(Cl)c2)c1	-1	-0.4	-4	0.6	96	-3	-2	4	35	-6
10	COC(=O)c1cccc(Cn2c(Cl)c(/C=N/NC(=O)c3ccccc3Cl)sc2=O)c1	-7	-0.5	-4	0.3	100	-14	8	-6	3	0
11	COc1ccc(NC(=O)c2cc(S(=O)(=O)N3CCCCC3)c[nH]2)cc1Cl	-4	1.1	-6	0.2	97	-11	-1	7	2	-13
12	CN(C)c1ccc(NC(=O)CSc2nnc(-c3cccs3)n2Cc2ccco2)cc1	1	0.0	-9	0.1	105	-5	-1	2	-2	6
13	COC(=O)C(C)N(C(=O)c1ccc(Cl)cc1)c1c(C)cccc1C (stereo unspecified)	3	-0.9	-9	0.3	93	-6	-2	0	-4	1
14	N#Cc1c(NCCN)nc(-c2ccccc2)c2c1CCCC2	-7	-0.6	-2	-0.2	93	-4	2	4	28	5
15	Cc1cccc(CSc2nncc(=O)[nH]2)c1	4	-0.5	-2	0.6	94	1	-2	-8	1	-2
16	Cn1cccc1-c1cc(C(=O)N/N=C/c2cccc(O)c2)[nH]n1	-11	-3.3	-4	-0.3	104	-2	1	-5	0	5
17	COC(=O)c1ccc(C#Cc2ccccc2)o1	-2	1.6	-13	0.0	98	-7	1	8	0	-2
18	Nc1nnc(SCc2ccccc2F)n1-c1ccccc1	-1	-1.7	-2	0.1	96	1	-1	10	2	20
19	C[C@H]1CN(S(=O)(=O)C(C)(C)C)[C@H](CCO)/C1=C\c1ccccc1	3	2.7	-2	-0.1	103	2	-1	21	3	-8
20	O=C(NCCc1ccccc1)C1CCCN(S(=O)(=O)c2cccc3nsnc23)C1 (stereo unspecified)	13	-2.7	-6	-0.1	94	4	-8	-12	-2	2
21	CCOC(=O)CSc1ncnc2c1sc1nc(N3CCOCC3)c3c(c12)CCCC3	1	-1.6	.	-0.2	104	13	0	-1	0	9
22	O=S(=O)(/N=C(\Nc1ccc(F)cc1)C(F)(F)F)c1ccccc1	-4	0.6	-5	-0.3	101	-1	4	9	1	-3
23	COCCCn1c(-c2ccc(OC)cc2)nc2c1c(=O)[nH]c(=O)n2Cc1ccccc1	-4	1.8	-4	-0.1	98	2	-2	9	3	5
24	CN1CCN2c3ccccc3Cc3ccccc3C2C1 (stereo unspecified)	-11	3.0	-5	-0.3	99	-6	-3	-6	2	1
25	COc1ccc(C2/C=C\CN(CC(C)C)CC(=O)N2Cc2ccc(F)cc2)cc1 (stereo unspecified)	4	-0.7	-2	0.0	98	2	0	5	-19	1
26	Cc1nc(NCc2cccnc2)c2c3c(sc2n1)CCCC3	1	0.5	1	0.8	88	10	0	-1	5	0
27	Cc1nc2ccsc2c(=O)n1-c1ccc(Cl)cc1	1	0.0	2	0.0	100	-1	-1	-1	3	-3
28	Cc1ccc(OCCOc2ccc(S(=O)(=O)N3CCCC3)cc2C(N)=O)cc1	-5	-0.6	-6	0.2	100	-1	0	-6	-5	-8
29	CCS(=O)(=O)N1CCN(c2ccc(S(=O)(=O)N3CCOCC3)cc2)CC1	2	1.3	-6	0.2	103	-1	2	-1	4	-6
30	CCOc1cc(/C=N/N2C(=O)NC3(CCCCC3)C2=O)cc(Br)c1O	-1	4.1	-6	-0.2	75	8	4	-2	-3	-1
31	Nc1ccn([C@@H]2O[C@H](CNCc3ccc(OCC(=O)Nc4nccs4)cc3)[C@@H](O)[C@H]2O)c(=O)n1	0	2.7	-3	0.2	99	-4	0	-2	2	-7
32	COc1ccc(O)c(/C=N/NC(=O)c2ccc(CSc3nc(C)cc(C)n3)cc2)c1	0	5.9	-6	0.7	90	-18	-7	2	-6	57*
33	CC/C(=N\NC(=O)c1ccc(-c2ccccc2)cc1)C12CC3CC(CC(C3)C1)C2	-9	-0.2	-1	-0.2	86	.	0	1	-2	14
34	CCOc1ccc(N(C(=O)c2snc(C(N)=O)c2N)C(CC)C(=O)NC2CCCC2)cc1 (stereo unspecified)	-2	-0.3	-3	0.0	98	-1	0	-1	8	5
35	O=C(NCc1cccs1)c1cc(-c2ccccc2)nn1CC1CC(c2cccc([N+](=O)[O-])c2)=NO1 (stereo unspecified)	-6	1.1	-9	-0.1	90	.	-5	-7	-20	-10
36	O=C(CSc1ccccn1)NC1CCCc2c1cnn2-c1ccccc1F (stereo unspecified)	1	-0.3	-6	0.6	98	0	-3	11	-6	3
37	CCCN1C(=O)/C(=N\OCC(=O)NC23CC4CC(CC(C4)C2)C3)c2ccccc21	-4	-1.8	-5	-0.3	102	3	-1	-6	12	-4
38	O=C(N/N=C/c1cccs1)c1cccc2cc[nH]c12	-7	-0.2	-7	-0.3	94	.	0	-4	1	2
39	CN(C(=O)CN1CCN(c2ccc([N+](=O)[O-])cn2)CC1)c1ccccc1	6	0.5	.	0.2	86	.	0	18	15	-4
40	COc1ccc(/C=N/NC(=O)c2cccc(Br)c2)cc1CN1CCOCC1	-6	-0.4	-4	0.1	104	18	0	0	4	4
41	Cc1csc(NC(=O)C2CCN(S(=O)(=O)c3ccccc3F)CC2)n1	-1	0.8	9	-0.2	94	-12	-5	1	3	7
42	Cc1ccccc1N1C(=O)C(Cl)=C(N2CCN(c3ccccc3)CC2)C1=O	-5	0.8	-10	0.3	102	.	.	17	2	-8
43	Cc1ccc(C2(O)C(=O)c3ccccc3C2=O)c(O)c1C	5	-0.6	-4	0.0	96	-6	0	-2	-7	0
44	Cc1ccc(N2C(=O)c3cccc4cccc(c34)C2=O)cc1	4	5.2	-6	1.1	92	7	0	25	-1	12
45	O=C(Nc1cccnc1)c1ccc(S(=O)(=O)c2ccccc2)cc1	-1	4.4	0	0.3	100	0	0	17	0	-1
46	Cc1c(C(=O)N2CCN(C3CCS(=O)(=O)C3)CC2)oc2ccc(Cl)cc12 (stereo unspecified)	-3	0.3	-5	0.0	95	-5	-1	-6	-2	4
47	Cc1ccc(C(=O)c2oc3ccc(Cl)cc3c2NC(=O)CN2CCN(C)CC2)cc1	-9	0.0	-13	0.7	106	-6	-8	2	28	-14
48	O=C(O)CCC(=O)N1N=C(c2ccccc2)CC1c1ccc2c(c1)OCO2 (stereo unspecified)	7	0.8	-2	-0.1	98	5	-1	4	1	4
49	Cc1cc(NC(=O)c2cccc(C(=O)Nc3cc(C)on3)n2)no1	4	-1.1	-3	0.3	94	-3	1	4	0	-1
50	COc1ccc(-n2c3c(cc(C(=O)NC4CCSC4=O)c2=O)C(=O)CC(C)(C)C3)cc1 (stereo unspecified)	-2	-1.9	.	-0.2	92	11	0	-6	-2	0
51	COc1ccc(S(=O)(=O)N2CCC(C(=O)NC(c3nc4ccccc4[nH]3)C(C)C)CC2)cc1 (stereo unspecified)	-4	-0.2	-2	-0.3	95	1	2	-5	5	14
52	O=C(CSC1=NCCN1)NC(c1ccccc1)c1ccccc1	-5	2.0	1	-0.7	96	0	1	-6	-3	-7
53	CN1C(=O)C(=O)/C(=C(/O)c2ccc(Br)cc2)C1c1ccccc1F (stereo unspecified)	2	1.2	-19	-0.2	101	-9	1	-12	-6	12
54	Cc1cc(N2CCOCC2)nc2ccc(NC(=O)CCC(=O)N3CCCCC3)cc12	1	-0.4	-6	-0.1	100	-4	4	4	-2	4
55	COc1ccccc1C(=O)N1CC(=O)Nc2ccc(C)cc2C1c1ccc(F)cc1 (stereo unspecified)	-5	1.3	-1	-0.1	95	-9	-2	-2	12	4
56	COc1ccc(-n2c(CNc3ccc(C)cc3)nnc2SCC(=O)Nc2nc(-c3ccccc3)cs2)cc1	3	-0.7	-4	0.2	100	10	-4	4	-2	-6

# New compounds follow
no.	SMILES	m5-HT2A agonist	hiPSC survival	CaV13 ICDI inh	aDG glyco act	ABCB6 inh 2	Vif inh	Glyco luc inh	PDI turbidity	Exocytosis inh	H9c2 protect
57	CC(C)(C)C(=O)NC(=S)NNC(=O)C(c1ccccc1)c1ccccc1	-34	-0.5	.	0.7	90	4	6	3	-2	1
58	CCOC(=O)N1CCN(C(=O)c2ccc(OC)c(OC)c2)CC1	4	-2.2	-4	-0.1	98	-9	1	-2	2	12
59	Cc1ccc(C2CC(c3ccco3)=NN2S(C)(=O)=O)cc1 (stereo unspecified)	-3	-0.1	-4	-0.2	106	-11	1	-10	-1	-2
60	O=C(COC(=O)Cn1cc(C(F)(F)F)ccc1=O)Nc1ccccc1	9	2.0	-5	-0.4	97	0	1	-6	-2	0
61	CCc1ccc([C@@H]2CC=C(C(=O)O)[C@H](c3ccc(C)cc3)N2S(=O)(=O)c2ccc(C)cc2)cc1	2	-0.7	-5	0.1	98	-3	-3	15	1	-2
62	CNc1ccc(-c2cccc(C(=O)N3CCOCC3)c2)cn1	-1	-1.3	-6	-0.1	98	-5	0	0	1	1
63	CCN(CC)C(=O)c1ccc(S(=O)(=O)NCc2cccnc2)cc1	4	-1.8	-9	0.1	99	-11	-2	-2	-8	-15
64	COc1ccc(Nc2nc(C)nc3c2oc2ccccc23)c(OC)c1	4	0.6	-3	0.2	96	-4	-7	1	-9	-8
65	COn1c(-c2ccc(C)cc2)nc2ncccc21	-1	-0.3	-4	0.0	97	11	5	1	-9	-8
66	CCc1nc2ccc(C(=O)NCCCN3CCN(c4ccc(F)cc4)CC3)cc2nc1CC	-15	0.6	-4	0.1	102	-2	-4	13	16	6
67	COc1ccc2[nH]c3c(c2c1)CCN1C(=O)C(CC(=O)NCCCN(C)C)C[C@H](C(=O)N2CCCCC2)[C@@]31C (stereo partly specified)	-1	-0.4	-9	-0.1	97	.	2	-6	-6	-6
68	O=C1N(c2cccc(Cl)c2)C(c2ccccc2)N2CCCN12 (stereo unspecified)	0	0.1	-5	-0.1	98	5	-1	0	-2	3
